Bioassay records deposited in PubChem BioAssay by National Center for Advancing Translational Sciences (NCATS).
Coupling enz: counter-screen for Giardia aldolase inhibitors: coupling enzyme system | coupling enzyme system counterscreen, AmpLite Red fluorescence | activity change, negative = inhibition, % at 58.2 µM, hits read low | hit rate 0.67% among 290,000; in the data active = activity change below about -30%; also: % is scaled to controls: 0 for no effect and ±100 for the full control effect
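Coupling enzymes only (glyceraldehyde-3-phosphate) + compound, at 57.5 uM final, 10 min RT; add substrate/coupling/AmpLite Red mix, 20 min RT; fluorescence ex 525/em 598 nm. Actives flag coupling-system interference.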
Menin MLL FP TR: inhibitors of human menin-MLL interaction, mutant MLL peptide. Menin + Texas Red MLL mutant peptide, fluorescence polarization. AID 1768. Potency, µM (highest dose often 61.6 µM), without a hit: at the highest dose FP activity change, negative = inhibition, actives largely listed as inhibitors. hit rate 0.23% among 270,000; active = well fitted inhibition curve with a large enough effect in the polarisation, with a control signal flat, not every such curve was filed as active; inconclusive = small, poorly fitted or top-dose-only effect, or effect the other way, or a change in a side signal; inactive = no such curve, though single readings can be large or run the other way; the % refers to the polarisation; also: potency is read from the fitted curve at half-maximal effect; % of control where 0% means no effect; many of its hits are not listed in these tables
Target sequence (O00255 whole entry, looked up): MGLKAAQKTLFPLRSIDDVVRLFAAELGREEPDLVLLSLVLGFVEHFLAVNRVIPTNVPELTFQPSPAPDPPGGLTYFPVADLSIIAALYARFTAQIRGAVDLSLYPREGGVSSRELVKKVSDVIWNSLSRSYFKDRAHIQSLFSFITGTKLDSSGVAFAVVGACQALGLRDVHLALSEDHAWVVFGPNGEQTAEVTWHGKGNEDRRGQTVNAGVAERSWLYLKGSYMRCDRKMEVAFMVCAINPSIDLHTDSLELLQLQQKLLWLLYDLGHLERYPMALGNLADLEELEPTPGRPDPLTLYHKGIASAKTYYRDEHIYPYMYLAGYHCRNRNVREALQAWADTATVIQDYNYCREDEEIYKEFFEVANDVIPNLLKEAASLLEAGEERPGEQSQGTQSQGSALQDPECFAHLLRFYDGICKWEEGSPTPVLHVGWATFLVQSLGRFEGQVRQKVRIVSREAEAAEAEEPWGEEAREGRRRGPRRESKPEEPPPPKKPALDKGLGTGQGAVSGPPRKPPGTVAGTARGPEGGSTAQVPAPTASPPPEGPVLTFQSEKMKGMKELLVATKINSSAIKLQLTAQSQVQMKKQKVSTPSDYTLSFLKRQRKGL
* = called active by the depositor; ? = inconclusive; [ ] = remark or other dose.

SMILES	Coupling enz	Menin MLL FP TR
C#CCCCO/N=C1/C[C@@H](O)[C@@H](O)[C@@H]2[C@@H]3C(=O)N(C(C)(C)C)C(=O)[C@H]3CC[C@@H]12	1	-21%[11.7 µM]
COc1ccc(-n2c(=O)c(-c3cccs3)nc3cnc(N4CCOCC4)nc32)cc1	-4	-6%
O=C(/C=C\c1ccccc1)c1ccccc1O	4	1%[11.7 µM]
OCC1OC(Oc2cccc3cccnc23)C(O)C(O)C1O (stereo not drawn)	1	14%[24.8 µM]
CCCCCC1C(=O)CCC1CC(=O)O (stereo not drawn)	1	-10%
CCNc1ncc2nc(C)c(=O)n(CCOC)c2n1	-2	6%
c1cncc(-c2ccc3ncnc(N4CCNCC4)c3c2)c1	6	-9%
NCCC(=O)N[C@@H](Cc1cnc[nH]1)C(=O)O	6	-11%[24.8 µM]
C=CCC(Nc1ccc(OC)cc1)C(=O)OCC (stereo not drawn)	2	2%
O=C(c1cc(C(F)(F)F)cc(C(F)(F)F)c1)N1CCC2(CC1)CN(Cc1ccccc1)C2	1	7%
COc1ccccc1CNc1ncnc2ccc(-c3cccnc3)cc12	-1	-4%
Cc1noc(C)c1-c1cc(NC2CCNCC2)ncn1	4	0%
CO/N=C(\C(=O)N[C@@H]1C(=O)N2C(C(=O)O)=C(COC(N)=O)CS[C@@H]12)c1ccco1	0	7%[24.8 µM]
CCOC(=O)OCC1OC(c2ccccc2)C=CC1OC(=O)OCC (stereo not drawn)	0	-2%[11.7 µM]
O=c1c(-c2ccc(Cl)cc2)nc2cncnc2n1Cc1ccc(F)cc1	0	7%
c1ccc(-c2ccc(N3CC[C@@]4(CCCNC4)C3)cc2)cc1	0	-12%
C[C@H]1CC[C@@H]2[C@@H](C)[C@H]3[C@H](C[C@H]4[C@@H]5CC=C6C[C@@H](O[C@]7(O[C@H]8O[C@@H](C)[C@@H](O)[C@@H](O)[C@@H]8O)C[C@@H](O[C@@H]8O[C@H](CO)[C@@H](O)[C@H](O)[C@@H]8O)[C@@H](O)[C@H](CO)O7)CC[C@]6(C)[C@H]5CC[C@@]34C)N2C1	1	-4%[24.8 µM]
Cc1noc(C)c1-c1ccc2ncnc(NCCN3CCOCC3)c2c1	4	9%
CC(C)=CCC/C(C)=C/CO/N=C1/C[C@@H](O)[C@@H](O)[C@@H]2[C@@H]3C(=O)N(Cc4ccc5c(c4)OCO5)C(=O)[C@H]3CC[C@H]12	0	-3%[11.7 µM]
COCCn1c(=O)c(-c2cccs2)nc2cnc(OCc3ccccc3)nc21	-2	18%
C[C@@H]1COC(=O)O1	0	-6%
CS(=O)(=O)Nc1cccc(-c2nc(NCc3cccnc3)c3ccccc3n2)c1	1	1%
CCCNC(=O)OC[C@@H]1O[C@H](CCO/N=C\c2ccc(C(=O)N3[C@H](c4ccc(C)cc4)[C@@H](C)CC[C@H]3C(=O)OC)cc2)C=C[C@@H]1Oc1ccc(OC)cc1	1	-13%[11.7 µM]
COc1ccc(O[C@H]2C=C[C@@H](c3ccccc3)O[C@H]2CO/N=C\C[C@@H]2C=C[C@H](OC(C)=O)[C@H](COC(C)=O)O2)cc1	0	-2%[11.7 µM]
NCCC[C@@H](CC(=O)N[C@@H]1CCNC[C@H]1C(=O)N[C@H](CC(=O)N[C@@H](CCC(=O)O)CC(=O)O)Cc1c[nH]c2ccccc12)NC(=O)C[C@H](Cc1c[nH]c2ccccc12)NC(=O)[C@@H]1CCCC[C@H]1N	0	-11%
COc1ccccc1-c1ccc2ncnc(N3CCNCC3)c2c1	0	-7%
O=c1c(-c2cccs2)nc2cnc(Oc3cccc(Cl)c3)nc2n1C[C@H]1CCCO1	-2	13%
COc1ccc(-n2c(=O)c(-c3cccc(Cl)c3)nc3cncnc32)cc1	5	?
CCCCC1=CC2=C(OC(C)=O)C(=O)C(C)(OC(=O)CCC(=O)OC)C(=O)C2=CO1 (stereo not drawn)	2	15%
CCOC(=O)N/N=C1/C[C@@H](O)[C@@H](O)[C@@H]2[C@@H]3C(=O)N(Cc4ccc5c(c4)OCO5)C(=O)[C@H]3CC[C@@H]12	2	-3%[11.7 µM]
O=C(c1ccco1)N1CCC2(CCCN(Cc3ccncc3)C2)CC1	-1	-7%
C[C@](O)(C(=O)Nc1ccc(S(=O)(=O)c2ccccc2)cc1)C(F)(F)F	9	?
[N-]=[N+]=NCC1OC(n2cnc3c(=O)[nH]c(N)nc32)C(O)C1O (stereo not drawn)	5	5%
CCCCCC(O)/C=C/C=O (stereo not drawn)	3	-12%
CC(=O)OC1CC[C@@]2(C)C3=CC(=O)[C@]4(C)C(CC5OC6(OCC(C)CC6Br)C(C)C54)C3CC[C@H]2C1 (stereo partly drawn)	0	-5%
O=C(c1cc(C(F)(F)F)cc(C(F)(F)F)c1)N1CCC2(CCCN(Cc3ccncc3)C2)CC1	0	-10%
COc1ccc(Oc2ncc3ncc(=O)n(C)c3n2)cc1	-4	-22%
C=C(Nc1ccc(OC)cc1)C(=O)OC	2	-22%
COCCn1c(=O)c(-c2ccc(Cl)cc2)nc2cnc(OCc3ccccc3)nc21	2	-11%
Cc1ccc(-c2nn(CC(C)(C)C)c3ncnc(N)c23)cc1	-2	13%[24.8 µM]

3 compounds from above, arranged by their value in Menin MLL FP TR, descending.
Structure	Menin MLL FP TR
O=c1c(-c2cccs2)nc2cnc(Oc3cccc(Cl)c3)nc2n1C[C@H]1CCCO1	13%
[N-]=[N+]=NCC1OC(n2cnc3c(=O)[nH]c(N)nc32)C(O)C1O (stereo not drawn)	5%
CS(=O)(=O)Nc1cccc(-c2nc(NCc3cccnc3)c3ccccc3n2)c1	1%

Continuation.
SMILES	Coupling enz	Menin MLL FP TR
Cc1noc(C)c1C(=O)N1CCC2(CCN(Cc3ccncc3)CC2)CC1	3	-5%
Cc1ccc(S(=O)(=O)N[C@H]2COC(=O)[C@H](C)COC(=O)C/C=C\[C@H]2C)cc1	2	6%[11.7 µM]
CC1=CC(=O)[C@@H]2C[C@H]1C2(C)C	3	5%[24.8 µM]
O=C1CCCCC2CCCCN12 (stereo not drawn)	-6	0%[138 µM]
O=C(Oc1ccccc1)N1CCC[C@@]2(CCN(c3ccccn3)C2)C1	0	-4%
CC(C)N1CCN(c2ccc(C(=O)c3c(-c4ccc(O)cc4)sc4cc(O)ccc34)cc2)CC1	2	63%[activator]
COc1ccc(-n2c(=O)c(-c3cccs3)nc3cnc(Nc4cccc(OC)c4)nc32)cc1	1	?
Cc1cnc(CNc2ncncc2-c2c(C)noc2C)cn1	2	2%
CC(=O)OC1CC2C(C)(C)CCC(=O)[C@@]2(C)C2CC[C@@]3(C)C(c4ccoc4)OC(=O)C4OC43[C@]12C (stereo partly drawn)	5	1%
O=C(O)C1NCCN(C(=O)c2ccc3c(ccc4ccccc43)c2)C1C(=O)O (stereo not drawn)	0	-2%
CC/C=C\CC[C@H](OC(=O)c1ccc(Br)cc1)C1=CCCCC1=O	0	-4%[11.7 µM]
COC(=O)C1=C(C)NC(C)=C(C(=O)OCCNCc2ccccc2)C1c1cccc([N+](=O)[O-])c1 (stereo not drawn)	-3	47%[activator]
CCCCCC1OC1C/C=C\C/C=C\C/C=C\CCCC(=O)O (stereo not drawn)	-1	-3%
CC1(O)/C=C\C=C(\CO)C2CC(C)(C)C2(O)CC1 (stereo not drawn)	-1	7%
O=c1c(-c2cccc(F)c2)nc2cncnc2n1Cc1ccc(F)cc1	-1	12%
CCCCCCCCCCCCC/C=C/[C@@H](O)[C@H](CO)NC(=O)CCCCCCC	-2	?
CS(=O)(=O)N1CCC2(CC1)CN(Cc1nccs1)C2	-2	0%
c1ccc2c(N3CCOCC3)nc(-c3ccoc3)nc2c1	7	4%
CC(=O)Nc1ccc(-c2nc3ccc(Cl)cc3[nH]2)cc1	2	-6%[24.8 µM]
CNc1nc2c(N)ncnc2n1[C@@H]1O[C@@H]2COP(=O)(O)O[C@H]2[C@H]1O	-1	?
COC(=O)N(/C=C/c1ccc(OC)cc1)CCc1ccc(OC)c(OC)c1	1	0%[11.7 µM]
CN1CCN(c2ncc3nc(CCc4ccccc4)c(=O)n(C4CC4)c3n2)CC1	1	-3%
O=c1c(-c2cccs2)nc2cnc(N3CCNCC3)nc2n1-c1ccccc1	0	21%
CC1CC[C@@]2(C(=O)O)CCC3(C)C(=CCC4[C@]5(C)CC(O)C(O)[C@](C)(CO)C5C(O)C[C@@]43C)C2C1C (stereo partly drawn)	0	7%
O=C(O)C(Oc1ccc2ccc(=O)oc2c1)c1ccccc1 (stereo not drawn)	2	-13%
O=C(c1cccc(F)c1)N1CCC2(CCCN(Cc3ccccc3)C2)CC1	0	-5%
O=c1c(-c2ccc(Cl)cc2)nc2cnc(N3CCNCC3)nc2n1-c1ccccc1	2	28%
OCC1=C[C@@H](O)[C@@H]2C=CO[C@@H](OC3O[C@H](CO)[C@@H](O)[C@H](O)[C@H]3O)[C@H]12 (stereo partly drawn)	1	15%
COC(=O)C/C=C\[C@@H](C)[C@@H](/C=N\OC[C@@H](C)[C@H](OCc1ccccc1)C(C)C)OC	-1	5%[11.7 µM]
CCNc1ncc2nc(CCc3ccccc3)c(=O)n(CCC#N)c2n1	1	11%
COCCn1c(=O)c(-c2ccccc2)nc2cncnc21	1	1%
CC(=O)OC[C@@H]1O[C@H](CCO/N=C(\C)CCN2CCCCc3nc(C)c(C)cc32)C=C[C@@H]1OC(C)=O	1	-3%[11.7 µM]
C[C@@H](CN1c2ccccc2Sc2ccccc21)N(C)C	-1	-4%[24.8 µM]
C[C@@]12CC(=O)C3=C(CCCC3=O)N1CCc1ccccc12	4	?

Filtered by structure, those above with a halogen
SMILES	Coupling enz	Menin MLL FP TR
O=C(c1cc(C(F)(F)F)cc(C(F)(F)F)c1)N1CCC2(CC1)CN(Cc1ccccc1)C2	1	7%
O=c1c(-c2ccc(Cl)cc2)nc2cncnc2n1Cc1ccc(F)cc1	0	7%
O=c1c(-c2cccs2)nc2cnc(Oc3cccc(Cl)c3)nc2n1C[C@H]1CCCO1	-2	13%
COc1ccc(-n2c(=O)c(-c3cccc(Cl)c3)nc3cncnc32)cc1	5	?
C[C@](O)(C(=O)Nc1ccc(S(=O)(=O)c2ccccc2)cc1)C(F)(F)F	9	?
CC(=O)OC1CC[C@@]2(C)C3=CC(=O)[C@]4(C)C(CC5OC6(OCC(C)CC6Br)C(C)C54)C3CC[C@H]2C1 (stereo partly drawn)	0	-5%
O=C(c1cc(C(F)(F)F)cc(C(F)(F)F)c1)N1CCC2(CCCN(Cc3ccncc3)C2)CC1	0	-10%
COCCn1c(=O)c(-c2ccc(Cl)cc2)nc2cnc(OCc3ccccc3)nc21	2	-11%
CC/C=C\CC[C@H](OC(=O)c1ccc(Br)cc1)C1=CCCCC1=O	0	-4%[11.7 µM]
O=c1c(-c2cccc(F)c2)nc2cncnc2n1Cc1ccc(F)cc1	-1	12%
CC(=O)Nc1ccc(-c2nc3ccc(Cl)cc3[nH]2)cc1	2	-6%[24.8 µM]
O=C(c1cccc(F)c1)N1CCC2(CCCN(Cc3ccccc3)C2)CC1	0	-5%
O=c1c(-c2ccc(Cl)cc2)nc2cnc(N3CCNCC3)nc2n1-c1ccccc1	2	28%

The list is partial; count on the stated rates, not on these rows.
